ATG4B inh: ATG4B protease inhibitors, primary screen, biochemical, fluorescence, uHTS; Cysteine protease ATG4B (Homo sapiens), Q9Y4P1; ATG4B cleavage of LC3-PLA2, NBD-HPC fluorescence, 1 h; inhibition, % at 8.33 µM; 340,000 tested, 0.51% active; AID 504462, 2011; in the data active = inhibition above about 40%
A3A deaminase: APOBEC3A ssDNA deaminase inhibitors, primary screen, selectivity assay for APOBEC3G inhibitor project, biochemical, FAM/TAMRA oligo cleavage fluorescence. AID 493011, 2011. 330,000 tested, 0.41% active. inhibition, % at 20 µM. recombinant A3A, FAM/TAMRA ssDNA deamination fluorescence. DNA dC->dU-editing enzyme APOBEC-3A (Homo sapiens), P31941;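 active = at least 40% inhibition at 20 µM here, with at most 30% in a related deaminase screen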;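 also: plate controls were A3A with DMSO for no effect and wells lacking A3A enzyme for full effect; some results filed as inactive read as strong as hits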
Target sequence (P31941 whole entry, looked up): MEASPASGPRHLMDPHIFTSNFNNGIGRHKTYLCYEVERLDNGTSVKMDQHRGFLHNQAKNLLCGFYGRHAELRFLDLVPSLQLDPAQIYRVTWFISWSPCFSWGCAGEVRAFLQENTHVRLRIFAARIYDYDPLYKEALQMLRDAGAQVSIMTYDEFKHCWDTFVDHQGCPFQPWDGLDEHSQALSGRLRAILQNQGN
mIAP inh: inhibitors of mouse IAP, primary screen, biochemical, luminescence, uHTS. purified mouse IAP, CDP-Star luminescence, 30 min. inhibition, % at 10 µM. 330,000 tested, 0.2% active. AID 2806, 2010;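 active = inhibition of at least 40% at 10 µM in the primary screen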;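 also: plate controls were DMSO with enzyme for no effect and no enzyme wells for full effect; values of inactives mirror those of a sister screen read the other way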
HKDC1 inhibitor: HKDC1 hexokinase inhibitors, primary screen, biochemical, fluorescence, uHTS; recombinant HKDC1, G6PDH/diaphorase resazurin coupled fluorescence; inhibition, % at 20 µM; 340,000 tested, 0.16% active; AID 493160, 2011;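 active = inhibition above about 35% when tested at 20 µM, limit read from the data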;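 also: plate controls were DMSO wells with enzyme for no effect and DMSO wells lacking enzyme for full effect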
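System: Recombinant HKDC1 hexokinase | Amount: HKDC1 at 5 µg/mL | Reagent: Glucose with 1 mM ATP | Doses: Single 20 µM dose | Incubation: Reaction time 90 min, room temperature, protected from light | Signal: Coupled resazurin fluorescence, excitation 525 nm, emission 613 nm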
mIAP activ: activators of mouse IAP, primary screen, biochemical, luminescence, uHTS | intestinal alkaline phosphatase [Mus musculus] | activation factor at 10 µM | 330,000 tested, 0.24% active | AID 2805, 2010 | muIAP, CDP-Star luminescence, 30 min; stronger effect = higher value; 1 = vehicle-only enzyme signal, 0 = enzyme-free wells;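 active = activation factor of at least 2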; also: the source names both 10 and 20 µM as test concentration; values of inactives mirror those of a sister screen read the other way
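also added = chemiluminescent substrate CDP-Star | test system = mouse IAP enzyme | signal = chemiluminescence readout | compound = DMSO-dissolved test compounds | incubation = 30 min at room temperature | benchmarks = DMSO wells, no-enzyme wells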
hIAP inh: human IAP inhibitors, primary screen, biochemical, luminescence, uHTS. Intestinal-type alkaline phosphatase (Homo sapiens), P09923. inhibition, % at 10 µM. 330,000 tested, 0.12% active. AID 2544, 2010. purified IAP, CDP-Star luminescence, 30 min;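 active = inhibition reaching a set limit with compound at 10 µM in the primary screen, cut at about 35% in these data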;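 also: plate controls were DMSO wells with enzyme for no effect and no-enzyme buffer wells for full effect; values of inactives mirror those of a sister screen read the other way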
Target sequence (P09923 whole entry, looked up): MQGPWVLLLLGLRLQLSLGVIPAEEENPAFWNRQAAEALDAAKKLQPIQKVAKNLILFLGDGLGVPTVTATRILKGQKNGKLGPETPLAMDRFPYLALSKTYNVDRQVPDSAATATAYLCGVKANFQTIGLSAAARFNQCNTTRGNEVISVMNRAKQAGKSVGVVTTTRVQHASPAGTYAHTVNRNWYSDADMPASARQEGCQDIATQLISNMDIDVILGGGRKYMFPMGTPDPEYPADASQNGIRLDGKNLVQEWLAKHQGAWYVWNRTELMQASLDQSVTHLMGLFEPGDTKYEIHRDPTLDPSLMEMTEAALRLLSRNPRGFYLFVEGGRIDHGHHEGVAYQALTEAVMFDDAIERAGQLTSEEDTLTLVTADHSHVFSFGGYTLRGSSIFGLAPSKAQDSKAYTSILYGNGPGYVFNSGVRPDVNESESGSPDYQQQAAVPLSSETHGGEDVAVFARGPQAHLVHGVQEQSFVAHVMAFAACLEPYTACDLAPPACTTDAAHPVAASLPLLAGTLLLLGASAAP
hIAP activ: human IAP activators, primary screen, biochemical, luminescence, uHTS; Intestinal-type alkaline phosphatase (Homo sapiens), P09923; purified human IAP, CDP-Star luminescence, 30 min; stronger effect = higher value; 1 = vehicle-only enzyme, 0 = enzyme-free background; activation factor at 10 µM; 330,000 tested, 0.16% active;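 active = activation factor of the enzyme at least 2-fold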; also: the source names both 10 and 20 µM as test concentration; values of inactives mirror those of a sister screen read the other way
PfG6PD inh: PfG6PD enzyme inhibitors, primary screen, biochemical, fluorescence intensity, uHTS; inhibition, % at 20 µM; 350,000 tested, 0.78% active; PfGluPho enzyme, NADPH resazurin-diaphorase fluorescence; glucose-6-phosphate dehydrogenase-6-phosphogluconolactonase (Plasmodium falciparum 3D7); AID 504690, 2011;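 active = inhibition reaching at least a set limit at 20 µM in the primary screen, cut at about 59% in these data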;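 also: 0% = DMSO wells with substrate and 100% = DMSO wells lacking glucose-6-phosphate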
Active calls of the source: *; . = not tested or not shown. Hits appear at their usual frequency (roughly 2.4% active in at least one column).

SMILES	ATG4B inh	A3A deaminase	mIAP inh	HKDC1 inhibitor	mIAP activ	hIAP inh	hIAP activ	PfG6PD inh
Cc1cc(S(=O)(=O)NCCc2ccncc2)cc(C)c1F	-1	-3	-1	-7	1	17	0.83	14
COc1cc(C2NC(=O)N(C)C(C)=C2C(=O)OCc2ccccc2)cc(Br)c1O (configuration not stated)	-4	-5	-4	0	1	-21	1.2	5
CCOC(=O)CNC(=O)c1c(C)nn(C)c1Cl	-11	-8	-1	-5	1	-7	1.1	-14
COc1cc([C@H](Cc2ccccc2)NC(C)=O)oc(=O)c1	-6	15	18	6	0.82	6	0.94	17
CC(C)c1ccc(C(C(=O)NC(C)(C)C)N(C(=O)CNC(=O)c2ccco2)c2cccnc2)cc1 (configuration not stated)	-18	0	6	6	0.94	-6	1.1	-4
O=C(CSc1nc(-c2cccs2)cc(C(F)(F)F)n1)NCCCn1ccnc1	-12	2	-12	-4	1.1	-9	1.1	-6
CC(CC(=O)Nc1nncs1)c1ccccc1 (configuration not stated)	4	1	-6	-7	1.1	1	0.99	-12
COc1ccc(NC(=O)c2csc(Cc3ccccc3)n2)cc1	-7	1	7	4	0.93	13	0.87	4
Cc1cc(OCC(=O)Nc2ccc(CCO)cc2)c2c(C)c(C)c(=O)oc2c1	1	0	-9	-3	1.1	18	0.82	-3
CN(/N=C/c1ccc2c(c1)OCO2)c1nc(N2CCOCC2)nc(N2CCOCC2)n1	1	7	-9	-3	1.1	-18	1.2	-7
COc1ccc(/C=C/C(=O)NCCCc2ccccc2)cc1	6	-1	-2	-5	1	-8	1.1	-14
Cc1cccc(/C=N/NC(=O)c2cccc([N+](=O)[O-])c2)n1	9	0	8	-14	0.92	-24	1.2	13
CCCCCCSc1ccc([C@H]2N[C@@](Cc3ccccc3)(C(=O)OC)[C@H]3C(=O)N(C)C(=O)[C@@H]23)cc1OC	3	-1	-2	3	1	1	0.99	4
Cc1ccc(OCC(=O)OC(C)CN(C)Cc2ccccc2)cc1 (configuration not stated)	-9	3	2	-3	0.98	0	1	0
COc1cccc(NC(=O)c2ccc(S(=O)(=O)NCc3cccnc3)cc2)c1	-9	-5	7	0	0.93	16	0.84	11
COc1ccc(-c2csc(NC(=O)CCNC(=O)c3ccco3)n2)cc1OC	-9	-2	4	-4	0.96	-1	1	21
CCOC(=O)C(=O)N1CCN(CC)CC1	3	0	8	1	0.92	-17	1.2	-14
CC(C)CCn1nnnc1C(c1ccccc1)N1CCN(C)CC1 (configuration not stated)	-12	1	1	-5	0.99	-2	1	-3
CN(Cc1nccs1)C(=O)CC1C(=O)NCCN1Cc1ccc(-c2ccccc2)cc1 (configuration not stated)	10	-1	7	-7	0.93	2	0.98	18
Cc1nc(SCC(=O)Nc2cccc(S(=O)(=O)N3CCOCC3)c2)nc(C)c1C	-3	-3	-6	-6	1.1	-4	1	5
O=C(Nc1ccc(C#Cc2ccccc2)cc1)C1CC1	-7	0	-7	-9	1.1	18	0.82	4
O=C(c1ccccn1)N(CC1CCCO1)C1(C(=O)NC2CCCCC2)CCCCC1 (configuration not stated)	-9	-1	8	-2	0.92	-10	1.1	1
CS(=O)(=O)Nc1nc2n(n1)C(c1ccc(F)cc1)CC(c1ccccc1)N2 (configuration not stated)	5	1	2	-1	0.98	5	0.95	-19
CCC(C)NC(=S)N1CCN(C(c2ccccc2)c2ccccc2)CC1 (configuration not stated)	7	-1	-17	-6	1.2	5	0.95	7
COc1ccccc1CNC(=O)c1cnc2ccccn2c1=O	-11	-4	-12	-9	1.1	2	0.98	2
SMILES	ATG4B inh	A3A deaminase	mIAP inh	HKDC1 inhibitor	mIAP activ	hIAP inh	hIAP activ	PfG6PD inh
CCOc1ccc(-c2cn(-c3cccc(SC)c3)c(=O)[nH]2)cc1	-14	2	1	-8	0.99	-13	1.1	4
CCc1ccc(-c2nc(CN3CCC(C(=O)N4CCN(c5ccccc5)CC4)CC3)c(C)o2)cc1	-24	0	-15	2	1.2	6	0.94	-1
CSc1ccc(C=NNc2ccc(S(=O)(=O)Nc3ccccc3C(=O)O)cc2[N+](=O)[O-])cc1	-2	0	25	11	0.75	2	0.98	-15
O=C(NC(Cc1ccccc1)C(=O)O)C1CCCCC1 (configuration not stated)	4	2	1	5	0.99	-12	1.1	-10
C=C(C)C1CC=C(C)/C(=N\NC(=O)CNc2ccccc2OC)C1 (configuration not stated)	2	-8	4	-4	0.96	-10	1.1	15
CCOC(=O)c1[nH]c(C)c(C(=O)OCC(=O)NC2CCS(=O)(=O)C2)c1C (configuration not stated)	-10	14	11	0	0.89	27	0.73	12
CCN(CC)S(=O)(=O)c1ccc(N2CCCC2)c(NC(=O)C2=NN(c3ccccc3)C(=O)CC2)c1	-66	-4	8	-1	0.92	9	0.91	7
Cn1nnnc1Sc1c(Cl)cccc1[N+](=O)[O-]	2	-3	5	17	0.95	4	0.96	-8
OCCC1CN(Cc2c(O)ccc3ccccc23)CCN1CCc1ccccc1 (configuration not stated)	6	-2	11	9	0.89	9	0.91	38
CC1Cc2cc(/C(O)=C3/C(=O)C(=O)N(Cc4ccco4)C3c3cccs3)ccc2O1 (configuration not stated)	2	-1	1	-3	0.99	-6	1.1	-15
CCCCNC(=O)c1cn(C)c2ccc(S(=O)(=O)N3CCCC3)cc2c1=O	-10	-1	-2	-4	1	3	0.97	-4
COc1ccc(NC(=O)N(C)C[C@H]2Oc3c(NC(=O)c4ccncc4)cccc3C(=O)N([C@H](C)CO)C[C@@H]2C)cc1	7	1	4	-3	0.96	15	0.85	14
S=C(NCc1ccc2c(c1)OCO2)Nc1ccc(-c2nc3ccccc3[nH]2)cc1	4	-2	-131	-1	2.3*	-20	1.2	24
O=C(O)c1oc2ccccc2c1CSCc1ccccc1	22	-2	0	-6	1	13	0.87	-32
O=C1NCC(COc2ccc(Cl)cc2)O1 (configuration not stated)	-3	-2	7	-7	0.93	6	0.94	3
COc1cccc(/C=N/NC(=O)c2[nH]nc3c2CCc2ccccc2-3)c1O	31	-3	5	7	0.95	-164	2.6*	-14
O=C(c1ccccc1)C1CCN(C(=O)c2c(F)cccc2F)CC1	-7	0	-2	-1	1	2	0.98	8
CC1(C)CC(N(Cc2ccc(F)cc2)C(=O)c2ccc(F)cc2)CCO1 (configuration not stated)	0	-1	-4	-7	1	-10	1.1	5
Cc1ccc(N(CC(=O)N2CCN(Cc3ccccc3)CC2)S(C)(=O)=O)cc1C	-6	-1	8	2	0.92	5	0.95	-2
S=c1[nH]nc(-c2ccccn2)n1/N=C/c1c(Cl)cccc1Cl	0	-1	-9	-3	1.1	-19	1.2	33
Cc1ccc(-n2nnnc2SCC(=O)NC(C(=O)O)(c2ccccc2)c2ccccc2)cc1C	-4	-2	1	-14	0.99	11	0.89	-4
CN1C(C(=O)Nc2ccc(C(=O)O)cc2)=C(O)c2ccccc2S1(=O)=O	-63	-1	9	-1	0.91	0	1	-18
Cc1ccc(CN(C)C(=O)C2CCC(=O)N(C3CCCCCC3)C2)cc1 (configuration not stated)	-11	0	1	-2	0.99	17	0.83	-7
C/C(=N\NC(=O)c1ccn(C)n1)c1ccc(NC(=O)C2CCC2)cc1	-6	0	0	-4	1	-20	1.2	1
O=C(CSCc1cccc(Cl)c1)OCc1nc2ccsc2c(=O)[nH]1	-6	-2	-8	1	1.1	-5	1.1	-22
SMILES	ATG4B inh	A3A deaminase	mIAP inh	HKDC1 inhibitor	mIAP activ	hIAP inh	hIAP activ	PfG6PD inh
O=C(Nc1ncc2c(n1)-c1ccccc1CC2)c1ccc(Cl)cc1	-12	-3	6	5	0.94	-6	1.1	46
CCCCOc1ccc(C(=O)NCC(=O)NCc2ccncc2)cc1	6	-4	5	5	0.95	6	0.94	-15
CCOc1ccc(-c2c(C)sc3nc[nH]c(=O)c23)cc1	-13	-6	-3	-4	1	-22	1.2	14
CC(C)(C)n1c(O)c2ccc(C(=O)N=NC(=O)c3ccccc3)cc2c1O	7	1	1	8	0.99	-5	1.1	-15
CCOC(=O)N1CCN(C(=O)c2ccc3c(=O)n(CCc4ccc(OC)c(OC)c4)c(=O)[nH]c3c2)CC1	-2	-2	0	-2	1	3	0.97	0
CC(=O)c1c(C(C)=O)c(C)n(-c2nc(-c3cccs3)c(C)s2)c1C	5	1	13	-5	0.87	9	0.91	5
CSc1nc2ccc(NC(=O)COc3ccccc3F)cc2s1	10	0	-24	2	1.2	9	0.91	9
CCc1ccc(-c2csc3ncn(Cc4ccc(C(=O)O)cc4)c(=O)c23)cc1	-1	3	-4	-4	1	7	0.93	-7
CCN(C(=S)NC(=O)Cc1ccc(OC)cc1)c1ccccc1	5	-3	3	-3	0.97	-14	1.1	13
CCCC(=O)Nc1ccc(C(=O)NNC(=O)c2ccco2)cc1	-4	-3	2	-11	0.98	-8	1.1	-16
CCC(COC(=O)Nc1ccccc1)NC(=O)OC(C)C (configuration not stated)	-10	2	-6	-10	1.1	-4	1	16
CC(=O)c1ccc(NC(=O)/C(Cl)=C/c2ccccc2)cc1	-10	0	8	-8	0.92	12	0.88	7
O=C(c1cccs1)N1CCCc2ccccc21	-3	6	-12	-10	1.1	5	0.95	9
O=C1NC(Cc2ccccc2)c2nc3ccc(Cl)cc3c(=O)n2-c2ccc(Cl)cc21 (configuration not stated)	.	-4	5	.	0.95	-6	1.1	.
O=C(NCc1ccccc1F)C1CCCN1C(=O)Nc1ccc(F)cc1 (configuration not stated)	-2	1	-7	-7	1.1	-6	1.1	-2
CCOC(=O)CN1C(=O)CCSc2ccc(Cl)cc21	0	0	-2	-7	1	-7	1.1	2
CC(C)CC(=O)N1CC(C)N(C(=O)CC(C)C)CC1C (configuration not stated)	.	-1	-8	.	1.1	-2	1	.
CCCS(=O)(=O)c1c(S(=O)(=O)CCC)c2c(C)cccn2c1C(N)=O	-6	2	2	-9	0.98	-4	1	-13
CN(CC(=O)Nc1ccccc1Br)CC(=O)Nc1ccccc1-c1ccccc1	8	-2	-14	-5	1.1	-13	1.1	10
c1ccc(CN2CCC(=NNc3nc4ccccc4[nH]3)CC2)cc1	11	-3	13	-6	0.87	-36	1.4	-21
CC(C)n1cnc2c(=S)nc[nH]c21	-5	3	0	-3	1	-4	1	20
O=C(O)CCN1C(=O)c2ccc(Oc3ccc4c(c3)C(=O)N(CCC(=O)O)C4=O)cc2C1=O	-5	0	-10	-3	1.1	13	0.87	-6

Four entries out of the list above, sorted by their value in HKDC1 inhibitor, falling.
SMILES	ATG4B inh	A3A deaminase	mIAP inh	HKDC1 inhibitor	mIAP activ	hIAP inh	hIAP activ	PfG6PD inh
CCN(C(=S)NC(=O)Cc1ccc(OC)cc1)c1ccccc1	5	-3	3	-3	0.97	-14	1.1	13
CCc1ccc(-c2csc3ncn(Cc4ccc(C(=O)O)cc4)c(=O)c23)cc1	-1	3	-4	-4	1	7	0.93	-7
CN(CC(=O)Nc1ccccc1Br)CC(=O)Nc1ccccc1-c1ccccc1	8	-2	-14	-5	1.1	-13	1.1	10
CC(=O)c1ccc(NC(=O)/C(Cl)=C/c2ccccc2)cc1	-10	0	8	-8	0.92	12	0.88	7

High-throughput results from PubChem BioAssay.
